Screening results deposited in PubChem BioAssay by National Center for Advancing Translational Sciences (NCATS).
RXFP1 agonist: qHTS Assay for Agonists of the Relaxin Receptor RXFP1 | HEK293T-RXFP1 cAMP TR-FRET, 30 min; response scale: percent of porcine relaxin response, buffer zero | Potency, µM (doses to about 57.5 µM), for the others: at the highest dose activation, actives largely listed as activators | actives 0.3% (n = 370,000) | AID 2676, 2010; also: potency is read from the fitted curve at half-maximal effect; % is scaled to controls: 0 for no effect and ±100 for the full control effect; nearly all actives have a fitted effect of over 60% in size; many of its hits are not listed in these tables
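HEK293T cells stably expressing RXFP1 were pretreated with the PDE4 inhibitor Ro 20174, exposed to compounds for 30 min at 37C, lysed, and cAMP was read by TR-FRET. Data normalized to buffer (basal) and 29 nM porcine relaxin (100%).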
TRHR enhancer: qHTS for Small Molecule Agonists and Allosteric Enhancers of Human TRH Receptor: Primary Screen for Enhancers. TRHR cells, fluo-8 calcium fluorescence, EC20 TRH enhancement. enhancement, % at 2 µM. actives 0.66% (n = 360,000); in the data active = enhancement above about 30%; also: 0% is about no effect
Target sequence (P34981 whole entry, looked up): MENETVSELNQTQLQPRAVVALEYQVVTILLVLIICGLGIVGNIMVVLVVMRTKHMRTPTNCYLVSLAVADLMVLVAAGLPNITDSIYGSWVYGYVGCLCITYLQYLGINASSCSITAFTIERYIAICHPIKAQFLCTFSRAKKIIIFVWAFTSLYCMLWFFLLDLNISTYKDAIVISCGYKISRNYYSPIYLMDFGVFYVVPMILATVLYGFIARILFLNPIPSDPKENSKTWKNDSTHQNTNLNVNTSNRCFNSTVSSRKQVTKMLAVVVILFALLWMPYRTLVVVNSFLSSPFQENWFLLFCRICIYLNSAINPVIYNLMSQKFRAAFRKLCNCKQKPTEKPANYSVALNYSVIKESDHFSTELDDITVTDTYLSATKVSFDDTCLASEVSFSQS
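Enhancer read-out: after compound pinning and an initial kinetic agonist-mode read, an EC20 of TRH (10 nM final) was injected and fluo-8 calcium signal (Ex 480/Em 530) followed at 1 s/cycle for 100 cycles in TRHR-expressing cells.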
D2 PAM: HTS Assay for Positive Allosteric Modulators of the Human D2 Dopamine Receptor: Primary Screen for Potentiators | AID 485347, 2010 | D(2) dopamine receptor (Homo sapiens), P14416 | HEK293 T-REx D2, calcium flux, EC20 dopamine potentiation | actives 0.34% (n = 340,000) | potentiation, % at 10 µM;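 active = potentiation over 3 SD above the plate norm, cut at about 30% in these data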; also: 0% is about no effect
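Primary screen. Calcium kinetics in induced HEK293 T-REx D2 cells: compound pre-addition 180 s, EC20 dopamine, 180 s more.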
D1 agonist: Allosteric Agonists of the Human D1 Dopamine Receptor: qHTS; activation, % at 2 µM; AID 504660, 2011; actives 1% (n = 360,000); HEK293 T-REx D1 cells, calcium flux, agonist mode; D(1A) dopamine receptor (Homo sapiens), P21728; in the data active = activation above about 30%; also: 0% is about no effect
Target sequence (P21728 whole entry, looked up): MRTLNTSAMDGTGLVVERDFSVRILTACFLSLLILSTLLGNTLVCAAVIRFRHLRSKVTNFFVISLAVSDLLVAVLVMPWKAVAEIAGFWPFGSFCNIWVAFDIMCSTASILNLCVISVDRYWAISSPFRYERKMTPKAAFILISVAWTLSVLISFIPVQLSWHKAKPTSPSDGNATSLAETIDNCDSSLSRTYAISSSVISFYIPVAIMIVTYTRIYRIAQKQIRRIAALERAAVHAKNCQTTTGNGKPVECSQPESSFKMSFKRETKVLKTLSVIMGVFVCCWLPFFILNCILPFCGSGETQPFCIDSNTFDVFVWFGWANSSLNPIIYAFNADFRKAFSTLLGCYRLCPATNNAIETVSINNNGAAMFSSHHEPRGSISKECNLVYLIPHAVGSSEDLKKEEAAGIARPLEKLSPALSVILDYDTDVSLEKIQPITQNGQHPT
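Agonism was scored from calcium flux recorded over 180 s (1 read/s) after pintool compound addition, following a 10-cycle baseline. Cells were inducible force-coupled HEK293 TREx D1, plated overnight at 30 C and loaded with no-wash calcium dye.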
Apoferritin bind: qHTS Assay for Identification of Novel General Anesthetics; Ferritin light chain (Equus caballus), P02791; apoferritin/1-aminoanthracene competitive binding, fluorescence; Potency, µM (doses to about 77.5 µM), inactives show at the highest dose activity change, negative = displacement, hits mostly inhibitors; actives 0.074% (n = 350,000); AID 485281, 2010; also: potency is read from the fitted curve at half-maximal effect; % is scaled to controls: 0 for no effect and ±100 for the full control effect; nearly all actives have a fitted effect of over 20% in size
Target sequence (P02791 2-175 limits assumed): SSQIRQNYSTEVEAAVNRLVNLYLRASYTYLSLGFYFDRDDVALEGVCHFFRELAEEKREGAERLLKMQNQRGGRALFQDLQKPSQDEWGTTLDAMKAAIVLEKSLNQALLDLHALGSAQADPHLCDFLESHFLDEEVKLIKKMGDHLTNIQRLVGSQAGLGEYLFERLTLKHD
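Horse-spleen apoferritin (10 uM) in 50% saturated 1-aminoanthracene in PBS was incubated 10 min at room temperature with compound. Fluorescence (ex 380, em 535 nm) was normalized to free and bound 1-AMA, with concentration-response fitted by a four-parameter Hill equation.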
D1 PAM: Potentiators of Human D1 Dopamine Receptor: qHTS; D(1A) dopamine receptor (Homo sapiens), P21728; actives 0.036% (n = 360,000); HEK293 TREx D1 cells, calcium flux, dopamine EC20 potentiation; potentiation, % at 10 µM; in the data active = potentiation above about 30%; also: 0% is about no effect
RXFP1 antagonist: qHTS Assay for Antagonists of the Relaxin Receptor RXFP1; Relaxin receptor 1 (Homo sapiens), Q9HBX9; HEK293-RXFP1, relaxin-stimulated cAMP HTRF, 30 min; active compounds read low; actives 0.59% (n = 350,000); activity change, negative = inhibition, % at 57.5 µM;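 active = activity change of -60% or lower, but not beyond a set lower limit; inconclusive = change between -60% and -40%, or beyond the set limit; inactive = change above -40%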; also: % is scaled to controls: 0 for no effect and ±100 for the full control effect
D1 antag: Antagonist of Human D 1 Dopamine Receptor: qHTS | actives 3.2% (n = 360,000) | D(1A) dopamine receptor (Homo sapiens), P21728 | HEK293 TREx D1 cells, calcium flux, dopamine EC80; active compounds read low | activity change, negative = inhibition, % at 10 µM | AID 504652, 2011; in the data active = activity change below about -30%; also: % is scaled to controls: 0 for no effect and ±100 for the full control effect
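Cells carrying a force-coupled, tetracycline-inducible human D1 receptor report calcium flux. Each well gets a 10 s baseline, compound with 180 s monitoring, then an EC80 dopamine stimulus with a second 180 s kinetic read.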
TRHR agonist: qHTS for Small Molecule Agonists and Allosteric Enhancers of Human TRH Receptor: Primary Screen for Agonists | activation, % at 2 µM | actives 0.18% (n = 360,000) | Thyrotropin-releasing hormone receptor (Homo sapiens), P34981 | TRHR cells, calcium flux fluo-8, FDSS agonist mode | AID 493084, 2011; in the data active = activation above about 30%; also: 0% is about no effect
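Fluo-8-loaded TRHR cells; 10 s baseline, compound added, kinetic Ca2+ fluorescence read 1/s, agonist mode.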
* marks the source's active call; other numbers are inactive results; ? = inconclusive; nt = no result given; & = joins results of further samples. Unless noted, calls follow the shape of the dose curve; as a rule, active = well fitted curve in the direction sought with a large enough effect; inconclusive = small, poorly fitted or top-dose-only effect, or another doubt; inactive = no such curve, though single readings can be large; an effect the other way counts as inactive or inconclusive. Not all compounds are listed. The share of hits here may be higher or lower than overall.

SMILES	RXFP1 agonist	TRHR enhancer	D2 PAM	D1 agonist	Apoferritin bind	D1 PAM	RXFP1 antagonist	D1 antag	TRHR agonist
CC(=O)NC1C(Oc2cccc(C)c2)OC2COC(c3ccco3)OC2C1O (centres undefined)	6.2%	7	1	1	2%	-1	-7	-39*	0.1
CCOC(=O)c1cc(C#N)c(NCc2ccccc2)nc1C	2.7%	-5	-3	5	-14%	-6	2	-43*	-0.3
Cc1ccccc1NC(=O)/C(=C\c1cccs1)NC(=O)c1ccco1	0.1%	1	1	3	2%	1	-3	5	0.7
CCN(CC)CCCN1C(=O)C(=O)/C(=C(/O)c2ccc3c(c2)OCCO3)C1c1ccco1 (centres undefined)	6.8%	7	14	3	-19%	-5	-2	6	0.2
Nc1nc(SCC(=O)OCc2ccccc2)[nH]c(=O)c1NC(=O)c1ccco1	-0.7%	1	4	0	-2%	-3	-11	-18	0.7
Cc1noc(C)c1COc1ccc(C(=O)N2CCCC(C(N)=O)C2)cc1 (centres undefined)	-0.5%	13	-3	6	-4%	0	-4	0	0.6
CCC(C(=O)O)n1c2ccccc2c2cn[nH]c(=O)c21 (centres undefined)	2.6%	15	10	2	2%	-6	5	-13	0.6
CS(=O)(=O)c1cnc(-c2ccccc2)nc1Sc1ccc(F)cc1	26%	7	11	4	1%	0	8	-3	0.2
CN(c1ccccn1)c1ncnc2[nH]ncc12	0.6%	4	15	2	9%	-5	14	29	-0.7
CCN(CC)S(=O)(=O)c1ccc(Cl)c(C(=O)NCCN2CCOCC2)c1	-0.2%	-1	-4	2	0%	-3	10	6	0.4
O=C(/C=C/c1cccc(Cl)c1)NCCc1ccccc1	-1.8%	-4	-7	3	-3%	7	-1	0	0.4
COC(=O)c1nc2n(n1)C(c1ccc([N+](=O)[O-])cc1)C(C(=O)Nc1ccc(Cl)cc1)=C(C)N2 (centres undefined)	-0.1%	-4	9	3	-3%	-1	-12	-8	1.3
C/C(=N\NC(=O)c1nn(C)cc1Cl)c1ccncc1	0.2%	4	-7	4	-11%	4	nt	-6	0.1
CN1CCN(Cc2cc(Cl)c3cccnc3c2OC(=O)c2cccs2)CC1	0.1%	-2	1	3	-14%	-8	-15	-14	1.1
COc1ccc(C(CC(=O)Nc2ccc(F)cc2)c2ccccc2)cc1 (centres undefined)	1.8%	-4	-2	6	-1%	-10	-11	-18	-1.0
Cc1cc(C(=O)NN=C2CCCCC2)c2ccccc2n1	0.2%	2	7	1	-6%	-6	-9	-89*	-0.1
COc1ccc2c(c1)c(C(=O)CN1CCN(C(=O)c3ccco3)CC1)c(C)n2C	2.4%	-6	-3	-1	-15%	4	6	-6	-0.7
O=C(O)CSC1=NC(=Nc2ccc(Cl)cc2)C2(CCCCC2)N1c1cccc(C(=O)O)c1	-0.7%	5	15	4	-13%	4	0	-4	0.2
Cc1ccc(C2(C)NC(=O)N(CC(=O)N3CCN(S(=O)(=O)c4ccc(Cl)s4)CC3)C2=O)cc1 (centres undefined)	0.6%	-4	-4	23	nt	1	-7	11	0.0
CCOc1ccc(N2CC(c3nc(-c4cc(OC)c(OC)c(OC)c4)no3)CC2=O)cc1 (centres undefined)	-0.7%	12	19	-1	-7%	-5	-2	-2	-0.1

One compound at a time (already shown). Screens in order: RXFP1 agonist | TRHR enhancer | D2 PAM | D1 agonist | Apoferritin bind | D1 PAM | RXFP1 antagonist | D1 antag | TRHR agonist
CN1CCN(Cc2cc(Cl)c3cccnc3c2OC(=O)c2cccs2)CC1 reads 0.1% | -2 | 1 | 3 | -14% | -8 | -15 | -14 | 1.1
CCN(CC)CCCN1C(=O)C(=O)/C(=C(/O)c2ccc3c(c2)OCCO3)C1c1ccco1 (centres undefined) reads 6.8% | 7 | 14 | 3 | -19% | -5 | -2 | 6 | 0.2

Later entries:
SMILES	RXFP1 agonist	TRHR enhancer	D2 PAM	D1 agonist	Apoferritin bind	D1 PAM	RXFP1 antagonist	D1 antag	TRHR agonist
O=S(=O)(NC1=NCCC1)c1cccc(NC(=S)NCCc2ccccc2)c1	1.1%	-1	-4	4	-6%	-6	-17	-7	0.6
CCN1CCN(C(=O)c2ccc3c(=O)n(CCc4ccccc4)c(=O)[nH]c3c2)CC1	2.8%	6	6	2	8%	7	-5	-3	0.9
O=C(CC(NCc1ccccn1)C(=O)O)Nc1ccccc1Cl (centres undefined)	-0.8%	-2	4	1	3%	-2	2	-4	0.9
Cc1ccc(NC(=O)c2cc(S(=O)(=O)N3CCc4ccccc43)cn2C)cc1C	5.0%	-2	-10	7	-12%	-8	-11	-45*	0.2
COCCCNCCOCCOc1ccc(C)cc1[N+](=O)[O-]	-0.5%	-2	-15	3	-8%	-4	4	4	0.8
COc1ccc(C2=Nc3ccc(C)cc3C(c3ccccc3)N2CC(=O)NN)cc1 (centres undefined)	-0.3%	15	-25	3	-11%	4	3	0	0.0
CC(C)CNS(=O)(=O)c1cc2c3c(c1)CCC(=O)N3CCC2	0.6%	-2	-13	10	2%	0	6	1	0.0
Cc1ccc(S(=O)(=O)Nc2ccc(-c3nnc(SCc4ccccc4Cl)o3)cc2)cc1	1.7%	-7	-2	2	0%	-6	3	24	-0.4
Cc1ccc(N2CN=C3SCC(=O)N3C2)cc1C	1.0%	3	nt	0	-10%	-5	-1	5	-0.3
Cc1cc(NC(=O)CSc2nnc(-c3cccs3)n2N)no1	-0.9%	7	10	5	-18%	-2	-1	6	-0.6
Cc1ccc(/C=N/N2CCN(c3ccncc3S(=O)(=O)N3CCCCC3)CC2)cc1	2.5%	-8	1	3	-7%	-1	-9	7	-0.2
CCCn1c(=O)c2ccccc2n2c(Sc3nnnn3-c3ccccc3)nnc12	-0.6%	7	0	1	-12%	-2	-4	-2	-1.0
COc1ccc(-c2[nH]ncc2C(=O)NCc2ccccc2C)cc1	0.5%	-5	7	0	-11%	-2	-1	-16	-0.4
COc1ccc(N2CCN(C(=O)c3sc4nc(-c5ccc(F)cc5)cn4c3C)CC2)cc1	-0.4%	4	-19	2	10%	0	-5	-5	0.5
CN(Cc1ccccc1)S(=O)(=O)c1ccc(NS(C)(=O)=O)cc1	1.1%	2	-6	3	-5%	-6	-19	-19	-0.2
COc1ccccc1-c1nc2ccccc2c(=O)n1O	-0.7%	-2	-7	2	2%	11	-6	11	0.0
COc1ccc(C(=O)Nc2ccc(S(=O)(=O)Nc3cc(C)nc(C)n3)cc2)c(OC)c1	4.6%	-1	-4	3	-11%	-3	1	3	0.0
COc1ccc(N2Cc3ccccc3C2=O)cc1	1.7%	-3	3	1	-5%	-7	11	-3	-0.2
OCCC1CN(Cc2nc3c(s2)CCCC3)CCN1CCc1ccccc1 (centres undefined)	-1.3%	0	-2	4	-2%	0	0	-11	-1.4
COc1ccc2oc3ccccc3c(=O)c2c1	0.1%	-1	11	1	1%	-1	nt	-3	0.2
CC(=O)N1c2ccc(S(=O)(=O)N3CCC(C(=O)N4CCC(C)CC4)CC3)cc2CC1C (centres undefined)	1.2%	-7	-8	1	-11%	-5	-6	-6	-1.2
O=C(C/C=N/OCc1ccc(F)cc1Cl)c1cnc(-c2ccccc2)s1	1.8%	0	0	1	-13%	-4	-3	17	-0.7
Cn1c(=O)[nH]c2cc(Cl)cnc21	0.6%	13	2	2	-5%	-12	-10	7	1.1
CCSc1nn(CC(=O)Nc2ccc(C(=O)OC)cc2)c(N)c1S(=O)(=O)c1ccc(C)cc1	0.2%	-2	-2	4	-8%	3	nt	-24	1.2
CCOc1ccc(C(=O)N2CCN(CC(=O)N3CCCC3)CC2)cc1OCC	2.6%	1	13	-2	nt	2	13	-10	-0.1
C[C@H](NS(=O)(=O)c1ccccc1F)C(=O)OCC(=O)N1CCc2ccccc21	0.7%	0	-3	0	-18%	-4	3	0	-0.8
O=C(CN(c1ccc(F)cc1)S(=O)(=O)c1ccc2c(c1)OCCO2)NCc1ccccn1	-1.3%	10	5	2	-4%	-7	1	-20	-0.4
N#Cc1cccc(NC(=O)CCn2ccnc2)c1	0.2%	-5	10	7	-9%	-3	-4	-3	-1.3
O=S(=O)(NC1CCCCC1NS(=O)(=O)c1ccc(F)cc1)c1ccc(F)cc1 (centres undefined)	0.7%	-6	-5	2	0%	-2	-12	-1	-0.3
CCOc1ccc(NC(=S)N2CCC(N(C)CCN3CCOCC3)CC2)cc1	3.0%	6	-1	0	3%	0	10	-2	0.0
O=C(CCNS(=O)(=O)c1ccc2c(c1)CCN2C(=O)C1CC1)N1CCN(c2cccc(C(F)(F)F)c2)CC1	1.1%	0	0	6	5%	-5	nt	-11	0.1
CCC(Oc1ccc(C)cc1)C(=O)Nc1ccc(S(=O)(=O)Nc2cc(C)on2)cc1 (centres undefined)	-0.2%	0	nt	-1	-5%	-1	-6	8	-0.1
O=C(CSc1cn(CC(=O)N2CCCCC2)c2ccccc12)NCC1CCCO1 (centres undefined)	0.2%	0	4	5	-10%	1	1	-12	0.2
CN(C)C(=O)NC(Nc1ccc(Cl)cc1Cl)C(Cl)(Cl)Cl (centres undefined)	-0.4%	-4	-1	-1	-3%	-3	-4	0	-0.6
CCc1ccc(-c2nc(CN3CCC(C(=O)N4CCN(c5ccccn5)CC4)CC3)c(C)o2)cc1	0.6%	4	5	168*	-9%	-6	-30	-55*	-0.4
Cc1cc(C)n2nc(SCC(=O)Nc3ccccc3)nc2n1	12%&7.5%	2&-4	6&-5	4&0	-5%&-7%	11&-3	15	3&-1	0.4&-0.6
O=C(Nc1ccc2c(c1)CCC2)C1COc2ccccc2O1 (centres undefined)	-0.6%	1	10	6	?	-11	-20	8	-0.7

Molecules listed so far containing a nitro group on carbon:
SMILES	RXFP1 agonist	TRHR enhancer	D2 PAM	D1 agonist	Apoferritin bind	D1 PAM	RXFP1 antagonist	D1 antag	TRHR agonist
COC(=O)c1nc2n(n1)C(c1ccc([N+](=O)[O-])cc1)C(C(=O)Nc1ccc(Cl)cc1)=C(C)N2 (centres undefined)	-0.1%	-4	9	3	-3%	-1	-12	-8	1.3
COCCCNCCOCCOc1ccc(C)cc1[N+](=O)[O-]	-0.5%	-2	-15	3	-8%	-4	4	4	0.8
